# GC-A act: GC-A stimulated cGMP production enhancers – HEK293 GC-A cells, cGMP TR-FRET, EC30 ANP, primary screen. hit rate 0.14% among 370,000. Atrial natriuretic peptide receptor 1 (Homo sapiens), P16066. 0% at EC30 ANP, 100% saturating ANP. activation, % at 10 µM; in the data active = activation above about 40%
# HGIII-sPLA2 inh: human group III sPLA2 inhibitors, primary screen, biochemical, QFRET, BODIPY PC-A2 liposome substrate; Group 3 secretory phospholipase A2 (Homo sapiens), Q9NZ20; QFRET BODIPY PC-A2 liposome hydrolysis, fluorescence; inhibition, % at 12.2 µM; hit rate 0.56% among 370,000; AID 743126, 2013;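 active = inhibition above mean plus 3 SD of compounds lying within the high and low control bounds, cut at about 19% in these data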;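 note: 0% = median of test compound wells and 100% = no enzyme DMSO wells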
# SMARCA2 act: SMARCA2 (BRM) function activators, primary screen, cell-based, luminescence, high throughput. MG213 cells, MMTV-luciferase reporter, dexamethasone, overnight. activation, % at 9.1 µM. hit rate 1% among 370,000; in the data active = activation above about 7.8%;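 note: 0% = vehicle wells and 100% = reference activator wells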
# hcDAF12 agonist: H. contortus DAF-12 nuclear receptor activators, primary screen, cell-based, luminescence, HEK293, lit1-tk-luc reporter; HEK293 hcDAF-12 lit1-tk-luc reporter; 0% DMSO, 100% Δ7-dafachronic acid; activation, % at 6.8 µM; hit rate 1.4% among 370,000;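 active = activation above the mean of all tested compounds plus 3 SD, cut at about 5.5% in these data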;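 note: 100% = response to 3 µM Δ7-dafachronic acid high control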
# hgDAF-12 ag: H. glycines DAF-12 receptor agonists, primary screen, cell-based, luminescence, HEK293, GAL4 fusion, UAS-luciferase; HEK293 GAL4-hgDAF12 UAS-luciferase reporter, agonist luminescence; normalized to butyrate control; hit rate 1.8% among 370,000; activation, % at 6.8 µM;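 active = activation above a cutoff set at the mean of all screened compounds plus 3 SD, cut at about 10% in these data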;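 note: 0% = DMSO wells and 100% = sodium butyrate wells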
# DAX1 inh-1: DAX1 (NR0B1) inhibitors, primary screen, cell-based, HEK293, Gal4-DAX1, luciferase luminescence. HEK293 Gal4-DAX1 luciferase reporter. inhibition, % at 6.75 µM. hit rate 0.99% among 340,000. AID 504766, 2011;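 active = inhibition above the mean over all tested compounds plus 3 SD, cut at about 4.2% in these data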;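 note: 0% = DAX1-transfected cells with DMSO and 100% = empty-vector control cells with DMSO; inhibition shows as a rise in luminescence from relieved DAX1 repression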
# Target sequence (P51843 207-470 limits assumed): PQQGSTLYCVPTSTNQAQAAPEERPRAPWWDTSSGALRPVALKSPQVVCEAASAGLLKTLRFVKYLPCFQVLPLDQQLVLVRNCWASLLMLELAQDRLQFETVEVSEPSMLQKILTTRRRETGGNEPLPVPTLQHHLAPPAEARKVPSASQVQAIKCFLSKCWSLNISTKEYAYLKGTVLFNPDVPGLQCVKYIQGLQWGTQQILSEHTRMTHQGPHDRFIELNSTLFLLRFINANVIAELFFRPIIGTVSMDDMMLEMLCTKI
# DAX1 inh-2: DAX1 (NR0B1) inhibitors on StAR promoter, primary screen, cell-based, luminescence, SF-1 (NR5A1), full-length DAX-1; HEK293T StAR-luciferase reporter, SF-1/DAX-1 repression relief; inhibition, % at 6.8 µM; hit rate 1.1% among 370,000; AID 652010, 2013;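 active = inhibition above the mean over all tested compounds plus 3 SD, cut at about 3.6% in these data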;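 note: 0% = DAX-1 cells with DMSO and 100% = cells lacking DAX-1 with DMSO; higher inhibition means more luminescence from relief of DAX-1 repression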
# ssDAF-12 act: S. stercoralis DAF-12 nuclear receptor activators, primary screen, cell-based, luminescence, HEK293, GRIP1 co-expression, lit1-tk-luc; Nuclear hormone receptor DAF-12 (Strongyloides stercoralis); HEK293 ssDAF-12/GRIP1 lit1-tk-luc reporter; % of 3 µM dafachronic acid response; activation, % at 6.8 µM; hit rate 1% among 370,000; AID 652126, 2013;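 active = activation above the mean over all tested compounds plus 3 SD, cut at about 0.9% in these data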;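 note: 0% = DMSO-only wells and 100% = 3 µM delta7-dafachronic acid wells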
# FXN GAA850 act: FXN promoter activators, primary screen, cell-based, luciferase luminescence, HEK293 lucGAA850; HEK293 lucGAA850 FXN promoter luciferase reporter, 24 h; percent of 10 µM SAHA response; activation, % at 6 µM; hit rate 0.56% among 360,000; AID 540364, 2011;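 active = activation above the average of all compounds screened plus 3 SD, cutoff fixed separately per campaign, cut at about 7.5% in these data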;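 note: 0% = DMSO wells and 100% = 10 µM SAHA wells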
# ADAM10 inh: human ADAM10 inhibitors, primary screen, biochemical, QFRET, HTS. recombinant ADAM10, EDANS/DABCYL FRET peptide cleavage, 3 h. inhibition, % at 7 µM. hit rate 0.62% among 370,000. AID 720582, 2013;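 active = inhibition above a per-campaign cutoff equal to the mean of compounds falling between control-based bounds plus 3 SD, cut at about 20% in these data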;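 note: 0% = DMSO wells while the 100% control is not disclosed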
# Target sequence (O14672 214-748 limits assumed): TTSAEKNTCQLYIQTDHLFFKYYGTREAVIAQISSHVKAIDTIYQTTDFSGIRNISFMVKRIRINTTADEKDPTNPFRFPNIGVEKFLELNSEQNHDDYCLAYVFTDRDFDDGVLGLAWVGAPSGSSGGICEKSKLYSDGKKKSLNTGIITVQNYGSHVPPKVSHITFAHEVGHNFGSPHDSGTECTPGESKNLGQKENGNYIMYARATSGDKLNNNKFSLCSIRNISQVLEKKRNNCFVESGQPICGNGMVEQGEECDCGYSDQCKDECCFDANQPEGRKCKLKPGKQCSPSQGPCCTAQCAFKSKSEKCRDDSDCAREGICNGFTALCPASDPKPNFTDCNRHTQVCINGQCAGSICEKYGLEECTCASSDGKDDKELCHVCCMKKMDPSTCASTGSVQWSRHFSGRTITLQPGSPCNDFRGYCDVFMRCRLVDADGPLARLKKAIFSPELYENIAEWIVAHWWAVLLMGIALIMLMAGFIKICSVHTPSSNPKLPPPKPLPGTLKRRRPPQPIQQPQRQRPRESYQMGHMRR
# GC-B act: human GC-B receptor activators, primary screen, HEK293 GC-B cells, cGMP TR-FRET, EC30 CNP; Atrial natriuretic peptide receptor 2 (Homo sapiens), P20594; 0% at EC30 CNP, 100% saturating CNP; activation, % at 10 µM; hit rate 0.11% among 370,000; AID 1920062, 2024;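 active = activation at 10 µM reaching about 35% in either raw or pattern-adjusted values, limit read from the data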
# The depositor's hits bear a star; i = inactive; . = not tested or not shown.
SMILES,GC-A act,HGIII-sPLA2 inh,SMARCA2 act,hcDAF12 agonist,hgDAF-12 ag,DAX1 inh-1,DAX1 inh-2,ssDAF-12 act,FXN GAA850 act,ADAM10 inh,GC-B act
COc1ccc(CNC(=O)c2ccc(N3CCOCC3)c([N+](=O)[O-])c2)cc1,2,4,-1,0.4,-0.9,-0.1,-0.6,-1.4,1.0,-1,11
CCCC1CCC2(CC1)CCC2OC(=S)NCc1cccc(OC)c1 (configuration not stated),-5,-13,.,-0.6,3.5,.,.,-0.1,.,3,2
Cc1[nH]c2ccccc2c1C(=O)CN1C(=O)NC2(CCCCCC2)C1=O,0,-10,6,0.9,-0.5,-0.2,0.1,-0.7,3.2,4,-1
CCN(CC)C(=O)COC(=O)c1cc(-c2ccco2)nc2ccccc12,1,-5,1,1.1,0.3,0.8,-1.4,-1.3,-0.3,i,0
C=CCn1c(SCC(=O)Nc2sccc2C(N)=O)nc2ccc(Cl)cc2c1=O,-9,-3,-3,-1.9,-5.4,-3.3,-2.9,-1.8,2.6,5,-6
Cc1cccc(-c2noc(-c3cc4ccccc4oc3=O)n2)c1,1,2,2,0.3,2.5,1.7,0.1,-1.3,6.2,-25,-8
COC(=O)COc1nsnc1N1CCOCC1,2,3,6,-0.5,1.5,0.4,-0.4,-1.1,0.2,3,8
COc1ccc(NC(=O)CSc2nnc(CNC(=O)c3cccs3)o2)c(OC)c1,4,2,1,-0.7,0.1,0.5,-0.8,-0.9,3.5,-4,1
CCC(=O)Nc1cccc(C2=NOC3(C2)C[C@@H](C(N)=O)N(C(=O)c2cc([N+](=O)[O-])cc([N+](=O)[O-])c2C)C3)c1 (some centres not stated),0,3,-1,-0.6,1.2,0.8,0.2,-1.4,-1.2,3,-2
CCOC(=O)C1CCN(C(=O)CCS(=O)(=O)c2ccc3c(c2)CCN3C(=O)CC)CC1,2,7,-1,-1.2,0.6,-0.7,0.2,-1.5,0.1,-4,-2
O=C(/C=C/c1ccccc1)N/C(=C/c1ccccc1)C(=O)N1CCOCC1,-1,3,-4,-1.2,-4.8,-1.5,-0.2,-0.9,1.9,-4,-1
CC(C)=CCC/C(C)=C/C=N/NC(=O)c1ccccc1[N+](=O)[O-],3,-5,-2,-1.2,0.7,-1.9,-0.2,-1.4,8.6*,-3,2
Cc1oc2nc(SCC(=O)Nc3ccc(S(N)(=O)=O)cc3)nc(NC(=O)c3ccccc3)c2c1C,-3,-21,-3,-0.8,-3.4,0.4,-0.8,-1.9,1.1,-153,-8
CSc1cnnc2ccccc12,-5,11,-5,3.6,1.6,0.3,1.2,-0.4,1.5,-1,2
COc1cccc(CCNS(=O)(=O)CCNC(=O)c2cccc(OC)c2)c1,2,0,0,-0.6,1.3,-0.9,0.4,-1.1,-1.1,-13,-6
Cc1c(C)c2cc(Cl)c(O)c(CN3CCCC(C)C3)c2oc1=O (configuration not stated),2,-3,-1,0.3,-3.2,-1.7,0.5,-1.5,0.0,i,4
Cc1occc1C(=O)NCCc1cccc(Cl)c1,-3,1,0,2.1,3.5,1.2,1.2,-1.1,1.5,3,-7
Cc1cccn2c(=O)c(/C=C(\C#N)S(=O)(=O)c3ccc(Cl)cc3)c(N3CCC(C(N)=O)CC3)nc12,17,-8,1,-0.8,-2.0,1.2,0.2,-0.2,-1.7,-22,11
CC1CCCN(c2ccc([N+](=O)[O-])cc2C(=O)c2ccccc2)C1 (configuration not stated),-5,2,-1,-3.2,-4.6,1.6,0.8,-1.3,2.2,9,-9
O=C(Nc1cccc(S(=O)(=O)NC2=NCCC2)c1)c1ccccc1F,1,5,0,-2.0,6.1,-0.5,0.1,-1.8,-0.1,4,6
Cn1c(=O)[nH]c(=O)c2c1nc(N1CCN(Cc3ccccc3)CC1)n2CCSc1ncccn1,-3,3,0,0.0,1.4,1.8,-1.0,-0.6,-0.3,4,-8
COc1ccc2c(c1)CCc1c-2n[nH]c1C(=O)NCCC(C)C,2,-1,1,6.8*,15*,1.9,4.0*,0.4,4.2,7,2
CCOC(=O)c1c(C)n(C)c2ccc(OC(=O)c3ccc([N+](=O)[O-])cc3)cc12,-1,0,2,-2.1,6.0,1.0,-0.6,-0.5,-1.3,-1,-5
COCCCNC(=O)c1cc(OC)c(OC)c(OC)c1,0,2,2,0.0,0.3,0.6,1.1,-0.3,-0.5,3,2
COCc1ccc(C(=O)OC(C)C(=O)Nc2c(C)n(C)n(-c3ccccc3)c2=O)cc1 (configuration not stated),-2,3,-3,0.6,3.6,-0.4,-1.0,-1.2,-1.1,-13,1
O=C(COc1ccc(Br)cc1)N1CCN(c2ncccn2)CC1,-2,2,-1,-0.2,1.2,-0.7,-0.4,-0.8,3.0,-17,-4
CCCCn1nc2cc(C(=O)NCc3ccc(OC)cc3)ccc2c1OCC,0,-3,1,-1.6,-1.6,0.4,-0.8,-1.8,-0.1,i,-3
CC(C)CCNC(=O)c1cc(S(=O)(=O)N2CCc3ccccc32)cn1C,-32,-9,-2,0.1,-3.7,-0.6,-1.1,-1.6,0.2,1,-27
COc1ccccc1CN(C)C(=O)c1ccc(S(=O)(=O)NCc2ccco2)cc1,1,-6,11*,-0.4,1.2,-1.1,-0.8,-1.1,-1.8,2,1
COc1ccc([N+](=O)[O-])cc1NC(=O)C(C)OC(=O)c1cccnc1 (configuration not stated),3,-2,-4,3.9,2.0,-0.4,-0.2,-1.6,-1.8,2,3
COc1cc2oc3ccccc3c2cc1N(CC(=O)N(C)C)S(=O)(=O)c1ccccc1,-2,-12,0,0.3,-2.5,-0.2,-0.4,-0.8,-0.3,8,-4
O=C(N/N=C/c1ccncc1)c1cc2ccccc2cc1O,2,-7,-1,0.1,1.5,-0.2,0.8,-0.3,1.8,12,-2
N#CC1(NC(=O)COc2ccc(C(N)=O)cc2)CCCC1,-2,4,0,-0.1,1.6,1.3,1.0,-0.7,0.9,-16,-2
COc1ccc(N2C(=O)C(C)(C)C2c2c(O)ccc3ccccc23)cc1 (configuration not stated),-11,-26,0,-0.6,-2.4,-0.8,-0.2,-1.1,-0.4,14,-9
Cc1ccccc1S(=O)(=O)NC(=O)C1(C)CCN1C(=O)c1c(C)noc1C (configuration not stated),3,6,-2,-0.5,3.7,.,-0.2,-0.8,3.2,-13,-1

# Rewritten bar-delimited: entries from further up.
structure | GC-A act | HGIII-sPLA2 inh | SMARCA2 act | hcDAF12 agonist | hgDAF-12 ag | DAX1 inh-1 | DAX1 inh-2 | ssDAF-12 act | FXN GAA850 act | ADAM10 inh | GC-B act
CCOC(=O)c1c(C)n(C)c2ccc(OC(=O)c3ccc([N+](=O)[O-])cc3)cc12 | -1 | 0 | 2 | -2.1 | 6.0 | 1.0 | -0.6 | -0.5 | -1.3 | -1 | -5
COCCCNC(=O)c1cc(OC)c(OC)c(OC)c1 | 0 | 2 | 2 | 0.0 | 0.3 | 0.6 | 1.1 | -0.3 | -0.5 | 3 | 2
COCc1ccc(C(=O)OC(C)C(=O)Nc2c(C)n(C)n(-c3ccccc3)c2=O)cc1 (configuration not stated) | -2 | 3 | -3 | 0.6 | 3.6 | -0.4 | -1.0 | -1.2 | -1.1 | -13 | 1
O=C(COc1ccc(Br)cc1)N1CCN(c2ncccn2)CC1 | -2 | 2 | -1 | -0.2 | 1.2 | -0.7 | -0.4 | -0.8 | 3.0 | -17 | -4
CCCCn1nc2cc(C(=O)NCc3ccc(OC)cc3)ccc2c1OCC | 0 | -3 | 1 | -1.6 | -1.6 | 0.4 | -0.8 | -1.8 | -0.1 | i | -3
CC(C)CCNC(=O)c1cc(S(=O)(=O)N2CCc3ccccc32)cn1C | -32 | -9 | -2 | 0.1 | -3.7 | -0.6 | -1.1 | -1.6 | 0.2 | 1 | -27
COc1ccccc1CN(C)C(=O)c1ccc(S(=O)(=O)NCc2ccco2)cc1 | 1 | -6 | 11* | -0.4 | 1.2 | -1.1 | -0.8 | -1.1 | -1.8 | 2 | 1
COc1ccc([N+](=O)[O-])cc1NC(=O)C(C)OC(=O)c1cccnc1 (configuration not stated) | 3 | -2 | -4 | 3.9 | 2.0 | -0.4 | -0.2 | -1.6 | -1.8 | 2 | 3
COc1cc2oc3ccccc3c2cc1N(CC(=O)N(C)C)S(=O)(=O)c1ccccc1 | -2 | -12 | 0 | 0.3 | -2.5 | -0.2 | -0.4 | -0.8 | -0.3 | 8 | -4
O=C(N/N=C/c1ccncc1)c1cc2ccccc2cc1O | 2 | -7 | -1 | 0.1 | 1.5 | -0.2 | 0.8 | -0.3 | 1.8 | 12 | -2
N#CC1(NC(=O)COc2ccc(C(N)=O)cc2)CCCC1 | -2 | 4 | 0 | -0.1 | 1.6 | 1.3 | 1.0 | -0.7 | 0.9 | -16 | -2
COc1ccc(N2C(=O)C(C)(C)C2c2c(O)ccc3ccccc23)cc1 (configuration not stated) | -11 | -26 | 0 | -0.6 | -2.4 | -0.8 | -0.2 | -1.1 | -0.4 | 14 | -9
Cc1ccccc1S(=O)(=O)NC(=O)C1(C)CCN1C(=O)c1c(C)noc1C (configuration not stated) | 3 | 6 | -2 | -0.5 | 3.7 | . | -0.2 | -0.8 | 3.2 | -13 | -1
